Rpn11 block: inhibitors of human proteasome Rpn11; O00487; human 26S proteasome, Ub4-pepOG fluorescence polarization; 20S core pre-blocked with epoxomicin; calls only at 20 µM; hit rate 0.59% among 360,000;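 active = inhibition at 20 µM, scaled to each plate's controls, above about 33%, limit read from the data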
bovine MsrA act: activators of bovine methionine sulfoxide reductase A; hit rate 0.3% among 360,000; activation, % at 10.6 µM; AID 602163; purified bovine MsrA, absorbance read-out; in the data active = activation above about 7.5%;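 note: 0% = vehicle and 100% = reference activator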
MsrA inh: inhibits bovine methionine sulfoxide reductase A. inhibition, % at 15.5 µM. purified bovine MsrA, absorbance read-out. hit rate 0.75% among 360,000. AID 651718; in the data active = inhibition above about 4.5%;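 note: 0% = vehicle wells with enzyme and 100% = reference inhibitor wells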
FAS TE block: FAS thioesterase (human) inhibition; inhibition, % at 15 µM; recombinant FAS-TE, OMFH fluorogenic substrate, fluorescence endpoint; hit rate 0.67% among 360,000;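 active = compounds whose normalised, plate-corrected inhibition of enzyme fluorescence in the single-dose primary screen is 50% or more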;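 note: 0% = DMSO with enzyme and 100% = substrate without enzyme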
CSN deneddyl inh: CSN deneddylation inhibition; Q92905; Purified CSN, SCF-Nedd8-OG deneddylation, fluorescence polarization; inhibition, % at 12.5 µM; hit rate 0.38% among 360,000; AID 651999;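 active = pattern-corrected inhibition above about 35%, with an unprinted fluorescence ratio check between 0.5 and 1.5, limit read from the data, passing the limit was not always enough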;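 note: 0% = enzyme with substrate and 100% = substrate without enzyme; some results filed as inactive read as strong as hits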
Target sequence (Q92905 whole entry, looked up, one chain of several): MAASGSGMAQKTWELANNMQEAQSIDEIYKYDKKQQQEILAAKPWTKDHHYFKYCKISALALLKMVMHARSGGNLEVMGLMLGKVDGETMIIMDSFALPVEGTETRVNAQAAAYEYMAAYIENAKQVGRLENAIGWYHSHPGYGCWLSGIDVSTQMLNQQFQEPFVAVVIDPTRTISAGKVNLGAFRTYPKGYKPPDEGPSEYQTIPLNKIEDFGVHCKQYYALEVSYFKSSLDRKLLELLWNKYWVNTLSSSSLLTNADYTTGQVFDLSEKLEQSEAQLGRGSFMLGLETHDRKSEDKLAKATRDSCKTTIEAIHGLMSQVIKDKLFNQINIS
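Test system: purified human Csn5 enzyme expressed in HEK293T cells. Amount: 0.24 nM enzyme. Reagent: SCFSkp2-Nedd8OG substrate at 10 nM final. Schedule: 90 min incubation of compound, enzyme and substrate at room temperature. Detection: fluorescence polarization. Read-out: % inhibition of substrate cleavage by Csn5.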
Rin1-Abl PPI inh: blocks binding of human Rin1 to Abl; TR-FRET Rin1/Abl binding, biochemical; inhibition, % at 7.35 µM; hit rate 0.4% among 360,000; in the data active = inhibition above about 5%, passing the limit was not always enough
MT1-MMP act inh: blocks activation of human MT1-MMP | GFP/RFP ratio change, % at 20 µM | HT1080 RFP-PRO-GFP cells, GFP/RFP ratio fluorescence, overnight; percent of plate control window, DMSO zero | P50281 | hit rate 0.061% among 360,000;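 active = GFP/RFP ratio change of at least 30% with cell ATP level not reduced by more than half and red fluorescence within 50% of control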; note: strong numbers were not always called active
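Material: RFP-PRO-GFP reporter HT1080 cells. Dosing: single-point 20 µM compound, 1% DMSO. Controls: DMSO and RFP-L50D-GFP cell wells. Timing: cells overnight before dosing, compound overnight, 37 °C, 5% CO2. Measure: GFP/RFP fluorescence ratio.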
E coli Lon inh: E. coli protease La inhibition; P0A9M0; purified E. coli Lon protease, fluorescence polarization; inhibition, % at 7.94 µM; hit rate 0.42% among 360,000; AID 602123; in the data active = inhibition above about 13%, passing the limit was not always enough;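 note: 0% = enzyme with probe and DMSO and 100% = no enzyme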
PABP1 MLLE inh: inhibitors of microRNA-mediated deadenylation, human PABP1 MLLE binding; P11940; GST-MLLE / FITC-PAM2 fluorescence polarization; inhibition, % at 20 µM; hit rate 0.36% among 360,000; in the data active = inhibition above about 35%, passing the limit was not always enough;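 note: plate controls were DMSO wells with GST-MLLE for no effect and wells lacking GST-MLLE protein for full effect; some results filed as inactive read as strong as hits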
Target sequence (P11940 whole entry, looked up): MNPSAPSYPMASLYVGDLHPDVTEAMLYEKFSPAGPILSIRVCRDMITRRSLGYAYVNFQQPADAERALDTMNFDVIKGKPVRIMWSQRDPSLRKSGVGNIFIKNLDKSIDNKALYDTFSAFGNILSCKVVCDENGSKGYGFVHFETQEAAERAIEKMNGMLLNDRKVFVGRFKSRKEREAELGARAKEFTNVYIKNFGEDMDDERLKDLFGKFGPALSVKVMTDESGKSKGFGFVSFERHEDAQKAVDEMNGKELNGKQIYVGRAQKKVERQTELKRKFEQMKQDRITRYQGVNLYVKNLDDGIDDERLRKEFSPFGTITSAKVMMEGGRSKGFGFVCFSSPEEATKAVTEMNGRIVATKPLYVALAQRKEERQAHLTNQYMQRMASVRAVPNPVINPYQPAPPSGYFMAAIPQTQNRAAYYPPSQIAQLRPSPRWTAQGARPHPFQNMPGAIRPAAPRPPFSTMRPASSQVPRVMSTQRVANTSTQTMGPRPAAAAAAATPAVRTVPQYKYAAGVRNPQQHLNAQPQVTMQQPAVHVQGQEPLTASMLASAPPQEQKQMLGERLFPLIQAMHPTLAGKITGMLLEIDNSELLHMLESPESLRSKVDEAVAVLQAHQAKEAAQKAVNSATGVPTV
An asterisk follows results filed as active; i = inactive. Hits appear at their usual frequency; any-hit rate near 3.7%.

Values run as follows: MT1-MMP act inh | Rpn11 block | bovine MsrA act | PABP1 MLLE inh | CSN deneddyl inh | Rin1-Abl PPI inh | FAS TE block | MsrA inh | E coli Lon inh
- O=C(Nc1ccc(Cl)c(C(F)(F)F)c1)C1Cc2c(-c3ccc4c(c3)OCO4)ccnc2O1 (stereo not given)
→ 2 | i | 4 | 13 | -1 | 4 | 24 | -0.4 | -1
- Cc1noc(C)c1COc1ccccc1C(=O)NNC(=O)c1ccc(F)cc1
→ 2 | i | 7 | 1 | 2 | 4 | -4 | 0.1 | -2
- Cc1ccc(OCC(=O)Nc2cc(Cl)ccc2-n2cncn2)c(C)c1
→ -1 | i | 2 | -6 | -2 | -2 | 28 | -0.7 | -7
- COc1ccc(/C=C2/CCCC(CN(C)C)C2=O)cc1 (stereo not given)
→ 0 | i | -2 | -2 | 1 | 5 | -3 | 0.6 | -2
- COc1ccc(S(=O)(=O)N(C)CC(=O)Nc2ccccc2C(F)(F)F)cc1
→ -1 | i | -1 | -13 | 3 | -1 | -2 | -0.7 | -1
- COCc1c(C(=O)N2CCN(Cc3c(F)cccc3Cl)CC2)oc2ccccc12
→ -1 | i | -1 | 2 | 1 | 2 | 9 | 1.0 | 10
- CC(=O)Nc1cccc(NC(=O)C2CC(=O)N(C3CCCCC3)C2)c1 (stereo not given)
→ 1 | i | -4 | -13 | 3 | -1 | -2 | -0.5 | -18
- O=C(O)c1ccc(Cl)c(S(=O)(=O)Nc2cccc(C(=O)Nc3cccc(C(F)(F)F)c3)c2)c1
→ 4 | i | -1 | -19 | -2 | -3 | 4 | 0.5 | -12
- CCOc1ccc(N2CC(C(=O)Nc3cccc(C)c3C)CC2=O)cc1 (stereo not given)
→ 0 | i | -3 | -4 | -1 | 1 | -7 | -1.1 | -3
- Clc1ccc(-c2nc3ccccc3[nH]2)cn1
→ 0 | i | -3 | -21 | -1 | -4 | -1 | -0.5 | -3
- COc1cc(/C=C2/S/C(=N/S(=O)(=O)c3ccccc3)NC2=O)c([N+](=O)[O-])cc1OC
→ 8 | i | -4 | 39* | -2 | 0 | 0 | 3.9 | 0
- Cc1ccc(C(C)C)c(OCc2ccc(C(=O)N/N=C/c3ccc(O)cc3O)cc2)c1
→ -5 | i | -7 | 5 | -8 | 0 | 14 | 1.5 | -10
- O=C(NCC1(O)CCCCC1)C1CCC(=O)N(Cc2cccc(C(F)(F)F)c2)C1 (stereo not given)
→ 2 | i | -6 | -1 | 4 | -2 | -3 | -0.3 | 5
- CC1CN(C(=O)c2cc3cc(Cl)ccc3[nH]2)CC(C)O1 (stereo not given)
→ -2 | i | 0 | 3 | -5 | 0 | -4 | -1.2 | -4
- O=C(OCc1nnc(-c2ccccc2)o1)c1ccc(Cl)cc1
→ -1 | i | -3 | 5 | 3 | -1 | 32 | -0.9 | -3
- O=C(O)CCC(=O)NNC(=O)COc1ccc(Cl)cc1Cl
→ 4 | i | -5 | -1 | -16 | 3 | -6 | 0.6 | 15
- O=C(N/N=C/c1ccc(O)cc1)c1cc(C23CC4CC(CC(C4)C2)C3)[nH]n1
→ 3 | i | -3 | -6 | 3 | -4 | 6 | 0.0 | 3
- O=c1cc(-c2ccc([N+](=O)[O-])cc2)nc2cc(-c3ccc(F)cc3)[nH]n12
→ 7 | i | -3 | 8 | -3 | 1 | 44 | 2.1 | -5
- CCN(CC(=O)Nc1ccc2c(c1)OCCO2)C(=O)c1ccc(Cl)cc1Cl
→ 10 | i | -7 | -4 | -5 | 3 | 0 | 1.2 | -6
- CC(=O)C1=C(O)C(=O)N(CCN(C)C)C1c1ccc(Cl)cc1 (stereo not given)
→ 1 | i | -2 | 4 | -1 | 4 | -9 | 0.1 | 0
- O=C(NCCSc1ccc(Cl)cc1)c1ccc(CN2CCOCC2)cc1
→ 6 | i | -10 | 14 | -12 | 2 | 3 | -0.1 | -4
- O=C(O)c1ccccc1-c1nc2ccccc2[nH]1
→ 1 | i | -6 | -2 | -2 | 0 | -4 | 0.9 | -3
- COc1ccccc1-c1ccc2c(c1)C(C)(Cc1ccccc1C#N)C(=O)N2 (stereo not given)
→ 4 | i | -7 | -3 | -1 | 2 | 7 | -0.6 | -8
- CCS(=O)(=O)NC(C)C(c1cccs1)N1CCN(c2ccc(OC)cc2)CC1 (stereo not given)
→ 3 | i | -1 | -7 | 2 | 0 | 3 | -0.7 | 3
- CCc1ccc(N(C2C=CS(=O)(=O)C2)S(=O)(=O)c2ccc(C)cc2)cc1 (stereo not given)
→ 8 | i | -8 | 10 | -2 | -3 | 1 | -1.0 | -1
- C=CCn1cc(C(C)=O)c(=O)[nH]c1=O
→ 15 | i | -9 | 18 | -13 | 4 | -3 | -0.2 | 1
- Cc1cccc(C)c1Nc1c(-c2ccsc2)nc2ncccn12
→ -3 | i | -3 | -5 | 1 | -5 | -5 | -0.2 | 3
- Cc1cc(CNC(=O)c2ccc3nc(Cc4ccccc4F)oc3c2)nn1C
→ -4 | i | -2 | -15 | -4 | 1 | 0 | -0.2 | 8
- O=C(CSC1=NS(=O)(=O)c2ccccc2N1)NCCc1ccccc1
→ 3 | i | -3 | 4 | -2 | -3 | -8 | -0.1 | -12
- C=CCNc1oc(-c2cccc(F)c2)nc1C#N
→ 4 | i | -11 | 21 | 4 | -1 | 0 | 0.3 | -1
- CCc1ccc2[nH]c(=O)c(C(c3nnnn3Cc3ccco3)N3CCC(C)CC3)cc2c1 (stereo not given)
→ -19 | i | 2 | -15 | 8 | -4 | 9 | 0.5 | -12
- O=C(Cc1c(F)cccc1Cl)Nc1ccccc1C(=O)N1CCCCC1
→ 4 | i | -2 | -1 | -8 | 4 | -5 | -0.4 | 1
- FC(F)(F)c1cccc(-c2cc3nc(NC4CCCCC4)ccn3n2)c1
→ 5 | i | 0 | -12 | -2 | -1 | 32 | -0.8 | 2
- O=C(NCC1CCCN1S(=O)(=O)c1cccs1)c1ccc(Cl)cc1 (stereo not given)
→ 2 | i | -6 | -4 | 7 | 2 | 0 | -0.2 | -5
- Cn1c(=NC(=O)CCS(=O)(=O)c2ccccc2)sc2cc(F)ccc21
→ -2 | i | -3 | 3 | 1 | 3 | 2 | -1.1 | -9
- CC1(C)CC(=O)C(/C=N/c2ncccc2C(=O)O)=C(O)C1
→ 6 | i | -5 | 1 | -3 | -4 | -9 | 1.9 | -3
- Cc1cc(NC(=O)c2cc(-c3ccccn3)nc3ccccc23)no1
→ 2 | i | -2 | 3 | -2 | -1 | -2 | 2.2 | 5
- CC(C)CN(C(=O)c1ccc(N2CCCC2=O)cc1)C1CCS(=O)(=O)C1 (stereo not given)
→ 1 | i | 0 | -6 | 1 | 3 | -4 | -0.4 | -1
- Cc1ccc(CN2C(=O)CSC2c2ccc(F)cc2)cc1 (stereo not given)
→ -1 | i | -2 | 7 | -1 | 1 | 2 | -1.4 | 6
- C/C(=N\NC(=O)c1cccs1)c1ccncc1
→ 6 | i | -3 | -1 | 1 | -3 | -4 | 0.9 | 4
- Cc1ccc(SCC(=O)N2CC(C)OC(C)C2)cc1 (stereo not given)
→ -4 | i | -3 | 2 | -1 | 1 | -10 | 0.1 | -8
- Cc1cc2c(cc1S(=O)(=O)NCc1ccccc1)n(C)c(=O)c(=O)n2C
→ 1 | i | 6 | 2 | -1 | -3 | -1 | 1.2 | -6
- CC(C)Cc1nnc(NC(=O)CCS(=O)(=O)c2ccc(Cl)cc2)s1
→ 0 | i | -1 | 21 | -4 | 2 | -7 | 0.9 | -4
- CCN(CC)CC(=O)Nc1c2c(nc3ccccc13)N(C)CC2
→ -5 | i | -5 | -6 | 4 | 2 | -2 | 2.2 | 8
- CCN(C(=O)CN1C(=O)NC(c2ccccc2)(c2ccc(C)c(C)c2)C1=O)C1CCCCC1 (stereo not given)
→ 2 | i | 0 | -8 | 1 | 1 | 31 | -0.2 | 2
- CO/N=C\CC(=O)Nc1ccc(F)cc1
→ 5 | i | -1 | -8 | 2 | -1 | -4 | 0.8 | 5
- CCCCN(C(=O)c1ccc2ccccc2c1)c1c(N)n(CCCC)c(=O)[nH]c1=O
→ -1 | i | 2 | -1 | 6 | 1 | -8 | 0.5 | -5
- Cc1cccc(OCC(=O)N/N=C\c2cn(C)c3ccccc23)c1
→ -6 | i | 0 | 0 | -2 | -1 | 7 | 2.9 | -2
- COc1ccc(-c2csc(NC(=O)CC(NC(C)=O)c3ccccc3)n2)cc1OC (stereo not given)
→ 2 | i | -9 | 3 | 4 | -1 | -3 | 0.1 | 6
- Cc1ccccc1C1=NC(C(F)(F)F)(C(F)(F)F)c2c(n(-c3ccc(F)cc3)c(=O)[nH]c2=O)N1
→ -2 | i | -4 | 19 | 6 | -2 | -12 | 2.6 | 11

Profiles from above. Order of values: MT1-MMP act inh, Rpn11 block, bovine MsrA act, PABP1 MLLE inh, CSN deneddyl inh, Rin1-Abl PPI inh, FAS TE block, MsrA inh, E coli Lon inh
CCN(CC)CC(=O)Nc1c2c(nc3ccccc13)N(C)CC2 as listed: -5, i, -5, -6, 4, 2, -2, 2.2, 8
O=C(O)c1ccc(Cl)c(S(=O)(=O)Nc2cccc(C(=O)Nc3cccc(C(F)(F)F)c3)c2)c1 as listed: 4, i, -1, -19, -2, -3, 4, 0.5, -12
C=CCn1cc(C(C)=O)c(=O)[nH]c1=O as listed: 15, i, -9, 18, -13, 4, -3, -0.2, 1

(list continues)
Values run as follows: MT1-MMP act inh | Rpn11 block | bovine MsrA act | PABP1 MLLE inh | CSN deneddyl inh | Rin1-Abl PPI inh | FAS TE block | MsrA inh | E coli Lon inh
- O=C(NCCc1c[nH]c2ccccc12)/C(=C\c1cccs1)NC(=O)c1ccccc1
→ 1 | i | -2 | 8 | 1 | 0 | -1 | 3.0 | -4
- CCc1ccc(Cn2ncc3c(C(=O)O)cc(C)nc32)cc1
→ 1 | i | -5 | 0 | 0 | 2 | -4 | 0.7 | 0
- CCOC(=O)C1C(=O)NC(c2ccccc2)=NC1c1ccc(Br)cc1 (stereo not given)
→ 2 | i | -3 | -11 | -8 | 4 | 2 | 0.7 | -9
- COCCNC(=O)Cn1cc2c(n1)CCC(C)C2 (stereo not given)
→ -2 | i | 0 | -8 | 1 | 0 | -6 | -0.3 | 2
- Cc1cc(F)ccc1NC(=O)CCc1c(C)nn(-c2ccc(N3CCCCC3)nn2)c1C
→ 6 | i | -2 | 17 | -3 | 1 | -2 | 0.5 | -3
- Cc1cccnc1CCNC(=O)c1ccc(OC2CCN(Cc3ccccn3)CC2)cc1
→ -1 | i | -1 | -3 | 0 | 4 | -9 | 0.0 | -7
- O=C(c1c(F)cccc1F)N1CCCC1
→ 2 | i | -5 | 7 | -11 | 0 | -5 | 0.0 | 13
- CCC(C)Nc1nc2c(c(=O)n(C)c(=O)n2C)n1Cc1cccc(C)c1 (stereo not given)
→ 2 | i | 2 | -11 | 4 | 3 | -3 | 0.9 | 0
- CCN(CC)S(=O)(=O)c1cc(C(=O)c2nccn2C)ccc1Cl
→ 0 | i | -10 | -3 | -3 | 1 | 0 | 2.7 | 3
- Nc1ccc2c(c1)Nc1ccccc1CC2
→ 2 | i | 0 | 24 | 0 | -3 | -2 | 1.1 | -13
- Cc1cccc(OCC(=O)Nc2ccc(N3CCN(C(=O)c4ccccc4)CC3)cc2)c1
→ 1 | i | -2 | 14 | -12 | 0 | 0 | -0.6 | -4
